Screens deposited in PubChem BioAssay by several laboratories.
IDE cell inh: human IDE inhibitors in live cells, primary screen, fluorescence polarization, HEK cells, FAbetaB substrate; Insulin-degrading enzyme (Homo sapiens), P14735; FAbetaB cleavage; hit rate 0.41% among 320,000; inhibition, % at 5.59 µM;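 active = percent inhibition above the average of all tested compounds plus 3 SD, set per screening campaign, cut at about 16% in these data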;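 also: IDE supplied by intact live HEK cells; FP after avidin binding of uncleaved biotin substrate so inhibition keeps polarization high; 0% = DMSO wells and 100% = 60 µM reference IDE inhibitor Ii1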
M4 PAM: human M4 muscarinic receptor positive allosteric modulators, primary screen, CHO-K1 cells, Fluo-8 calcium fluorescence; Muscarinic acetylcholine receptor M4 (Homo sapiens), P08173; CHO-K1 hM4/Gqi5, ACh EC20; 0% = ACh EC20, 100% = maximal ACh; activation, % at 3 µM; hit rate 0.4% among 360,000; AID 624126, 2012;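 active = activation above its plate's cutoff, the mean activation of sample wells plus 3 SD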; also: some results filed as inactive read as strong as hits
CRFR2-BP antag: antagonists of CRF-BP/CRF-R2 complex, primary screen, cell-based, HEK293, calcium dye fluorescence, uHTS | CRF-induced calcium fluorescence | inhibition, % at 11.8 µM | hit rate 0.59% among 350,000 | AID 588475, 2011;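 active = inhibition of the ligand-induced calcium signal above about 50% at the single tested concentration, limit read from the data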
MEKK3 PB1 HTS: modulators of MEKK3-MEK5 PB1 binding, primary screen, biochemical, wildtype MEKK3, multiplex bead flow cytometry, Alexa488-MEK5; bead-based flow cytometry, Alexa488-MEK5 binding to MEKK3; actives lie on both sides; 0 = blocked by unlabeled MEK5, 100 = vehicle; binding response (% of control), % at 10 µM; hit rate 1.4% among 290,000; AID 1529, 2009;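 active = binding response more than 3 SD above or below the average of its plate-row segment, actives on both sides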;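 also: Alexa488 bead fluorescence after subtracting the streptavidin-only scavenger bead signal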
Target sequence (Q99759 whole entry, looked up): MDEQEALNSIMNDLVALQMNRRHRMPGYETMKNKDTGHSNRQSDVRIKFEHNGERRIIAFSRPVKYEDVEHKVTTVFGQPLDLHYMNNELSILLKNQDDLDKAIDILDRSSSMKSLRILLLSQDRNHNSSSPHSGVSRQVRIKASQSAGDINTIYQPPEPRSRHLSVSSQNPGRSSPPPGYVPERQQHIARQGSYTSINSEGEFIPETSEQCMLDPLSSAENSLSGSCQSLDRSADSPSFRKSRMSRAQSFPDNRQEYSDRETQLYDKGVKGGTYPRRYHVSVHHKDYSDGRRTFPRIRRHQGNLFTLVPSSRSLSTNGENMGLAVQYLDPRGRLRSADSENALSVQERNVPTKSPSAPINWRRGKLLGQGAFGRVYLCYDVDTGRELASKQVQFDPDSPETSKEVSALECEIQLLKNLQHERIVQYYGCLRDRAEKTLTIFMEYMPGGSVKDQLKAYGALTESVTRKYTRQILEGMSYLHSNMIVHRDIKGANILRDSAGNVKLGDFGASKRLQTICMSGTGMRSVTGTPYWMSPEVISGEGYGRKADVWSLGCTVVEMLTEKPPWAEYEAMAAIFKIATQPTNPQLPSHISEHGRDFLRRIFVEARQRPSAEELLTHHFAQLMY
PHOSPHO1 block: PubChem AID 1565. inhibition, % at 13.3 µM. recombinant PHOSPHO1, absorbance phosphatase assay. Phosphoethanolamine/phosphocholine phosphatase (Homo sapiens), Q8TCT1. hit rate 1.1% among 290,000; in the data active = inhibition above about 60%
GalR3 antag: GalR3 antagonists in HEK293 cells, primary screen, cell-based, fluorescence readout. Galanin receptor type 3 (Homo sapiens), O60755. HEK293 GalR3-CNG cAMP membrane potential fluorescence; galR3 body fused to GalR1 C-terminus. inhibition, % at 3 µM. hit rate 0.44% among 360,000. AID 651719, 2012;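 active = inhibition above the screen-wide average plus 3 SD, cut at about 13% in these data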;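 also: forskolin and galanin both at EC90 stimulate the cells; cAMP rise reported by CNG channel membrane potential dye signal; 0% = forskolin plus galanin with DMSO and 100% = forskolin alone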
Target sequence (O60755 1-299 limits assumed): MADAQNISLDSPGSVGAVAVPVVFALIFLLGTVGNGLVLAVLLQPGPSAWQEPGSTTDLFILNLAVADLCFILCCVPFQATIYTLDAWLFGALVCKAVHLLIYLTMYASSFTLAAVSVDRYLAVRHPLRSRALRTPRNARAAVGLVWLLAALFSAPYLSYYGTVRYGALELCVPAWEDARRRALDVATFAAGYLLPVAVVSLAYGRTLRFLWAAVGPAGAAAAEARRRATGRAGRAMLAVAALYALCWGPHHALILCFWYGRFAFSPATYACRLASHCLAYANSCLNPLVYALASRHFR
pCIP destab: p/CIP-EGFP fusion destabilizers, primary screen, fluorescence, F442A cells. decrease of EGFP signal, % at 10 µM. AID 1984, 2009. hit rate 0.01% among 290,000. 16 h;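 active = EGFP signal decrease of at least 30% at 10 µM or well 3 SD below plate mean, unless failing retest; inactive = the rest, including hits failing retest or dose response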; also: some compounds called inactive have numbers as strong as hits; many of its hits are not listed in these tables
CRFBP-R2 agonist: agonists of CRF-BP/CRF-R2 complex, primary screen, cell-based, HEK293, calcium dye fluorescence, uHTS | hit rate 0.46% among 350,000 | activation, % at 13.2 µM | calcium dye fluorescence (FLIPR); percent of saturating CRF peptide response;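 active = activation of at least 50%, plus an integration ratio under a set limit after plate pattern correction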;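 also: plate controls were neutral control wells without compound for no effect and CRF at EC100 for full effect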
IDE act: human IDE activators in live cells, primary screen, fluorescence polarization, HEK cells, FAbeta-B substrate; Insulin-degrading enzyme (Homo sapiens), P14735; AID 493087, 2011; hit rate 0.073% among 340,000; FAbeta-B cleavage; 0% vehicle, 100% cell-free pure enzyme wells; activation, % at 5.96 µM;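 active = activation above the mean of all tested compounds plus 3 SD, set per screening campaign, cut at about 17% in these data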
* hit, by the source's call; · = no result given.

SMILES	IDE cell inh	M4 PAM	CRFR2-BP antag	MEKK3 PB1 HTS	PHOSPHO1 block	GalR3 antag	pCIP destab	CRFBP-R2 agonist	IDE act
COC(c1ccccc1)c1nnc(CCC(=O)NCc2cccc(-n3cccn3)c2)o1 (configuration not stated)	4	-4	1	97	35	0	-14	-0.1	0
C/C(=N\NC(=O)c1ccc(NS(=O)(=O)c2cccs2)cc1)c1ccc2ccccc2c1	7	-10	10	90	-12	6	-15	-0.3	-1
CC(=O)Oc1ccc(/C=C2/CCc3ccccc3C2=O)cc1	5	9	5	98	24	-6	-14	-0.1	-13
Cn1c(=O)c(C(=O)c2ccc(S(C)(=O)=O)c(Cl)c2Cl)c(O)c2ccccc21	4	-2	-6	·	·	-6	·	-0.2	8
O=C(NC(=S)N(Cc1ccccc1)c1ccccn1)C1CC1	4	-2	-6	96	-18	-3	-14	-2.8	5
O=C(O)c1cccc(N2C(=O)CSC2c2c(F)cccc2Cl)c1 (configuration not stated)	9	-1	10	101	3	1	-5	-1.6	3
O=C(COc1ccc(Cl)cc1Cl)NN=C1CCCCC1	-1	0	-6	92	10	-5	5	-1.0	0
Cc1[nH]ccc(=O)c1Cc1c(Cl)cccc1Cl	6	2	3	98	·	-5	6	0.1	2
Nc1c2c(nn1-c1ccc(F)cc1)CSC2	-1	6	19	101	34	-6	2	0.5	8
COc1ccccc1N1CCN(c2nc3c(C)cccn3c(=O)c2C=O)CC1	-1	-9	3	103	7	3	-21	0.1	3
Cc1cc(S(=O)(=O)N2CCOCC2)ccc1OCC(=O)Nc1ccc(F)cc1F	-3	2	21	103	-13	4	4	6.0	5
CCn1cc(C(=O)O)c(=O)c2cc(F)c(N3CCN(S(=O)(=O)c4ccc(NC(=O)OC)cc4)CC3)cc21	-2	-2	2	97	-12	-4	-10	-1.7	-1
CCCOc1ccc(C2C(=O)N(C3CCCCC3)CC(=O)N2C2CC2)cc1OC (configuration not stated)	2	15	-27	106	33	0	-2	-0.8	1
O=c1c(-c2ccco2)[n+]([O-])c2ccccc2n1OCc1ccccc1	3	4	-32	·	23	-5	-4	0.4	-3
CN(C(=O)Nc1ccc(Cl)cc1Cl)[C@H]1c2cc(Br)ccc2OC[C@H]1CO	-1	-11	-6	87	41	-6	-8	1.6	3
CCOC(=O)CCNC(=O)c1ccc2nc(C3CCCCC3)oc2c1	0	2	-3	108	·	-9	-153	-0.5	-1
ON=C1c2ccccc2-c2ccccc21	8	-9	8	100	14	-12	1	0.3	-7
COc1ccc2c(c1)sc1nc(=O)ccn12	-8	6	-7	108	25	-7	0	1.4	-1
O=c1nc(Nc2ccccc2)sc2ccc([N+](=O)[O-])cc12	-2	-3	12	104	-6	4	-11	-3.7	6
Cc1ccc(NC(=O)CN(C)C(=O)CCOc2cccc(C)c2)cc1	-1	-13	-3	108	-21	4	-11	-3.4	1
O=[N+]([O-])c1ccc(Nc2ccccc2O)c2nonc12	·	-4	26	100	8	-4	-28	0.0	-1
COc1ccc(C(=O)N(C)C2CCCCC2)cc1S(=O)(=O)N1CCOCC1	-4	0	16	·	·	-6	·	-0.3	5
Nc1ccn([C@@H]2O[C@H](CNCc3cc(Br)ccc3OCc3ccccc3)[C@@H](O)[C@H]2O)c(=O)n1	·	3	-7	·	·	-5	·	0.0	·
Cc1ccc(Cl)cc1NC(=O)NCc1cccnc1	·	-6	-8	99	6	2	2	0.7	-3
CCOC(=O)CCN	4	-5	-3	·	·	4	·	0.0	2
Additional compounds:
SMILES	IDE cell inh	M4 PAM	CRFR2-BP antag	MEKK3 PB1 HTS	PHOSPHO1 block	GalR3 antag	pCIP destab	CRFBP-R2 agonist	IDE act
FC(F)(F)c1cc(-c2ccccc2)nc(NCc2cccs2)n1	4	-4	-74	105	-5	-7	3	-2.1	5
Cc1cccc(NC(=S)N(C)Cc2cn(C)c3ccccc23)c1	-1	0	-1	101	-4	2	-8	1.0	-1
CC(C)CCNC(=O)c1cccnc1Sc1ccccc1	8	-5	-9	110	-19	-11	-10	0.4	2
c1ccc(-c2ccc(OCCOCCn3cncn3)cc2)cc1	6	0	20	98	-17	-2	2	-1.1	2
Cc1c(NC(=O)c2c(NC(=O)CNC3CC3)sc3c2CCCC3)c(=O)n(-c2ccccc2)n1C	6	1	13	102	-34	-12	-14	-1.2	2
CC(C)CN(C(=O)COC(=O)c1ccc2c(c1)OCO2)c1c(N)n(Cc2ccccc2)c(=O)[nH]c1=O	-2	12	12	·	·	0	·	3.0	1
CCC(C)(C)n1nnnc1CN(Cc1cccs1)Cc1cc2cc(OC)ccc2[nH]c1=O	3	-13	16	91	26	-3	1	1.9	3
Cc1ccc(NC(=O)C2CCC(C(C)(C)C)CC2)cc1S(=O)(=O)N1CCOCC1 (configuration not stated)	-1	-3	-9	·	·	-3	·	0.2	4
Nc1ccn([C@@H]2O[C@H](CNC(=O)[C@@H](Cc3cccnc3)NC=O)[C@@H](O)[C@H]2O)c(=O)n1	·	-6	-11	·	·	-7	·	4.0	·
CCOc1ccc2nc(NC(=O)Cn3cnc4c3c(=O)n(C)c(=O)n4C)sc2c1	19*	12	11	108	21	-3	2	-2.2	-18
C[C@H]1COC(=O)[C@@H](CC(=O)OC(C)(C)C)C/C=C\C[C@@H](CC(=O)N(CCO)Cc2ccccc2)C(=O)N1	0	13	0	·	·	2	·	-1.6	6
NCCCCCc1nnc(SCC(=O)c2ccc(Cl)cc2)o1	3	-7	10	101	17	-4	-6	-0.6	3
COc1ccc(C2CC(c3cccs3)=NN2C(=O)c2ccc(Br)o2)cc1 (configuration not stated)	0	8	22	106	-12	-2	2	6.7	-5
O=C1C=CC(=Nc2ccc(F)cc2)O1	·	9	0	·	·	-5	·	0.3	-10
CCOc1ccc(S(=O)(=O)N(CC(=O)NCc2cccnc2)c2ccc(C)cc2)cc1	2	2	-2	102	41	-7	1	-0.2	3
CCc1ccccc1NC(=O)CCc1nc(-c2cccs2)no1	-1	-3	27	97	-5	-6	1	-7.7	-3
Cc1ccc(Cl)cc1NC(=O)Nc1c(C)n(C)n(-c2ccccc2)c1=O	2	-2	2	105	36	-4	0	-1.0	3
CN(CC(=O)NCc1ccccn1)S(=O)(=O)c1ccccc1	-1	0	-7	96	19	-6	-5	-0.5	-3
COc1ccc(C2c3cc(OC)c(OC)cc3CCN2C(=O)c2cccc([N+](=O)[O-])c2)cc1OC (configuration not stated)	-7	2	29	99	28	-9	2	-5.1	2
O=C(Nc1nc(-c2nc3ccccc3s2)cs1)C1COc2ccccc2O1 (configuration not stated)	-4	6	-4	105	0	5	-1	-0.6	2
Cc1c(C(=O)NC2CCS(=O)(=O)C2)oc2ccccc12 (configuration not stated)	8	-8	-1	100	47	-8	-8	0.9	-2
Cn1nc(-c2ccccc2)c(C(=O)Nc2ccc(Cl)cc2)c1Cl	0	15	-1	112	15	-3	3	0.5	4
c1ccc(-c2ccccn2)nc1	-1	-1	14	91	-1	·	-7	-3.5	3
CCOc1ncccc1C(=O)NNC(=O)c1ccccc1-n1cccc1	5	8	5	97	10	-1	-17	-1.8	8
O=C(Nc1ccc2oc(-c3cccnc3)nc2c1)c1ccc2c(c1)OCCO2	18*	10	7	92	35	-5	-8	-1.0	-19

Molecules from the list above containing an aryl thioether with sulfur outside any ring (2):
SMILES	IDE cell inh	M4 PAM	CRFR2-BP antag	MEKK3 PB1 HTS	PHOSPHO1 block	GalR3 antag	pCIP destab	CRFBP-R2 agonist	IDE act
CC(C)CCNC(=O)c1cccnc1Sc1ccccc1	8	-5	-9	110	-19	-11	-10	0.4	2
NCCCCCc1nnc(SCC(=O)c2ccc(Cl)cc2)o1	3	-7	10	101	17	-4	-6	-0.6	3

Additional compounds:
SMILES	IDE cell inh	M4 PAM	CRFR2-BP antag	MEKK3 PB1 HTS	PHOSPHO1 block	GalR3 antag	pCIP destab	CRFBP-R2 agonist	IDE act
CCN1CCN(c2nc(-c3cccnc3)nc3ccccc23)CC1	1	10	-6	99	14	3	0	1.8	0
O=C(CC1SC(=NCC2CCCO2)NC1=O)Nc1cc([N+](=O)[O-])ccc1Cl (configuration not stated)	-5	6	-6	98	12	1	-2	-1.0	-5
Cn1c(=O)c(C(=O)CN2CC(=O)Nc3ccccc32)c(N)n(Cc2ccccc2)c1=O	2	-2	-9	103	17	-6	-27	0.9	3
COc1ccc(-c2cc(=O)oc3cc(OCC(=O)N(C)C)ccc23)cc1	3	3	4	106	·	-6	-17	0.0	-5
CCOC(=O)c1ccccc1NC(=O)Cc1ccc(S(=O)(=O)N2CCCC2)s1	-1	2	9	·	·	-5	·	-0.8	5
NC(=O)c1ncc(C(F)(F)F)cc1Oc1ccc(F)cc1	-4	0	8	88	9	-1	-8	0.5	3
O=S(=O)(Cc1nnnn1-c1ccccc1)c1ccccc1	5	-3	8	101	41	-3	12	-0.4	2
CC(=O)Nc1cc(S(=O)(=O)Nc2ccccc2)c(C)cc1C	2	1	-1	107	28	-6	-10	1.8	-3
CN1CCN(C(=S)SCC(=O)N2CCCc3ccccc32)CC1	0	-1	0	89	-13	-2	-6	-0.1	0
Cc1cc(Cl)ccc1OCC(=O)NNC(=O)c1cccnc1	-1	8	7	100	14	-4	0	-1.1	6
COc1ccc(CCNC(=O)CCOc2ccc(C)cc2)cc1OC	-6	0	3	105	4	0	-24	-0.7	0
CC(=O)Nc1cc2c(cc1Cl)-c1ccccc1C2O (configuration not stated)	·	9	0	·	·	-3	·	-2.2	-2

Gathered by group, the compounds so far with an aryl methoxy group (9)
SMILES	IDE cell inh	M4 PAM	CRFR2-BP antag	MEKK3 PB1 HTS	PHOSPHO1 block	GalR3 antag	pCIP destab	CRFBP-R2 agonist	IDE act
COc1ccccc1N1CCN(c2nc3c(C)cccn3c(=O)c2C=O)CC1	-1	-9	3	103	7	3	-21	0.1	3
CCCOc1ccc(C2C(=O)N(C3CCCCC3)CC(=O)N2C2CC2)cc1OC (configuration not stated)	2	15	-27	106	33	0	-2	-0.8	1
COc1ccc2c(c1)sc1nc(=O)ccn12	-8	6	-7	108	25	-7	0	1.4	-1
COc1ccc(C(=O)N(C)C2CCCCC2)cc1S(=O)(=O)N1CCOCC1	-4	0	16	·	·	-6	·	-0.3	5
CCC(C)(C)n1nnnc1CN(Cc1cccs1)Cc1cc2cc(OC)ccc2[nH]c1=O	3	-13	16	91	26	-3	1	1.9	3
COc1ccc(C2CC(c3cccs3)=NN2C(=O)c2ccc(Br)o2)cc1 (configuration not stated)	0	8	22	106	-12	-2	2	6.7	-5
COc1ccc(C2c3cc(OC)c(OC)cc3CCN2C(=O)c2cccc([N+](=O)[O-])c2)cc1OC (configuration not stated)	-7	2	29	99	28	-9	2	-5.1	2
COc1ccc(-c2cc(=O)oc3cc(OCC(=O)N(C)C)ccc23)cc1	3	3	4	106	·	-6	-17	0.0	-5
COc1ccc(CCNC(=O)CCOc2ccc(C)cc2)cc1OC	-6	0	3	105	4	0	-24	-0.7	0
